# PglD inh: inhibitors of Campylobacter jejuni PglD acetyltransferase. purified PglD enzyme, DTNB colorimetric CoA detection. inhibition, % at 12.5 µM. 0.098% of 360,000 active; in the data active means inhibition above about 16%, passing the limit was not always enough; further: strong numbers were not always called active
# FN deposit inh: fibronectin deposition inhibition; AH1F fibroblasts, Alexa488-fibronectin deposition fluorescence, overnight; 0.086% of 350,000 active; inhibition, % at 12.6 µM; AID 743247;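 active means mean inhibition across replicates of 30% or more, regardless of how many single replicates reach that level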;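 further: positive control wells lacked labelled fibronectin entirely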
#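 material = AH1F fibroblast monolayer depositing Alexa488-labelled fibronectin into matrix | amount = 10000 AH1F cells/well | buffer or medium = DMEM plus 2% serum, read in PBS | incubation = 1 h cell adhesion before compound, then overnight fibronectin incubation | detection = fluorescence at 485 nm excitation, 525 nm emission | evaluation = percent inhibition as loss of matrix-bound fibronectin fluorescence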
# Statin myotox sup: suppressors of simvastatin-induced myotoxicity in C2C12 myotubes | ATP luminescence, 48 h; scaled: DMSO 0, geranylgeraniol control 100 | rescue of ATP level, % at 7.49 µM | 0.78% of 330,000 active | AID 602340;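 active means mean ATP rescue above about 67%, or every replicate alone reaching that limit, limit read from the data, passing the limit was not always enough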;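 further: myotubes were challenged with 10 µM simvastatin during compound exposure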
# PGC1a acetyl inh: lowers PGC1a acetylation signal in U2OS cells | AlphaScreen anti-acetyl-lysine; with virally co-expressed GCN5 acetyltransferase | inhibition, % at 15.6 µM | 0.17% of 350,000 active | AID 651687;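 active means every replicate shows inhibition of at least 40%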;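 further: 0% = neutral control wells and 100% = positive control wells; some results beyond the cut were filed as inactive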
# CFTR F508del cor: CFTR F508del correction in bronchial cells; activity (quench increase), % at 7.58 µM; CFBE cells, YFP halide quenching; stimulated with forskolin plus potentiator P3; % fluorescence drop versus neutral controls; AID 720511; 0.36% of 350,000 active;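 active means mean added fluorescence quench of at least 8% versus neutral control, with both replicates also reaching 8%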;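 further: cells transiently co-express mutant CFTR-F508del with the halide-sensitive YFP; corrector assay measuring rescue of mutant channel to the surface after 24 h compound exposure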
# GSIS activator: GLuc luminescence reporter in INS-1E cells, primary screen for activators of glucose-dependent secretion of insulin; 0.61% of 370,000 active; activation, % at 16.6 µM; INS-1E GLuc reporter insulin secretion, 2-3 h;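 active means lowest replicate activation of at least 40%, so every replicate reaches that level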;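 further: 0% = median of neutral control wells and 100% = median of IBMX positive control wells; some compounds called inactive have numbers as strong as hits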
# miR122 inh: blocks miR-122 activity in Huh7 sensor cells | Huh7 miR-122 Renilla luciferase sensor, 48 h; neutral wells = 0, positive control = 100 | activation (reporter increase), % at 12.5 µM | 0.3% of 340,000 active | AID 602342;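 active means mean replicate activation score at least 90 and every replicate individually at or above 90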;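 further: higher luciferase means less miR-122 activity so hits act as miR-122 inhibitors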
# Cneo AK release: causes C. neoformans cell lysis; adenylate kinase release luminescence, 4 h; normalised: neutral wells 0, clomiphene wells 100; AID 651654; lysis activity, % at 15 µM; 0.2% of 360,000 active;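 active means mean lysis activity across replicates of at least 80%, whatever share of replicates individually reach that level; inactive means mean lysis activity below 80%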
#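 Assay system: C. neoformans cells. Amount: yeast cell density of 5 × 10^6 cells/mL. Technique: AK luminescence. Buffer or medium: YPD. Times: static 4 h at 37 °C with compound, 1 h detection. Dosing: single-point compound dose. Read-out: lysis from increased AK signal.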
# An asterisk follows results filed as active; / = not tested or not shown; [ ] = remark or other dose.
item	SMILES	PglD inh	FN deposit inh	Statin myotox sup	PGC1a acetyl inh	CFTR F508del cor	GSIS activator	miR122 inh	Cneo AK release
1	COc1ccccc1CNC(=O)C1CCN(c2nc3ccccc3o2)CC1	9	/	16	-42	/	-5	-7	1
2	COc1cccc(NC(=O)N2CCN(c3nnnn3-c3ccccc3)CC2)c1	1	2	-5	-12	-0.4	/	-3	-1
3	CC1=C(C(=O)N(C)C)CC(CC(=O)NCc2cccs2)C(=O)N1CCC1=CCCCC1 (stereo unspecified)	3	11	1	3	-3.1	3	0	0
4	CO[C@H]1CN(C)C(=O)c2ccc(NC(=O)c3nc4ccccc4s3)cc2OC[C@@H](C)N(Cc2cncnc2)C[C@H]1C	-1	-5	-1	11	3.1	-28	/	2
5	COc1cc(OC)nc(Nc2nc(C(N)Cc3ccc(C(F)(F)F)cc3)cs2)n1 (stereo unspecified)	-9	-1	-20	-24	4.0	/	-25	-11
6	CC(C)NS(=O)(=O)c1ccc(OCC(=O)NCC2CCCO2)c(Cl)c1 (stereo unspecified)	/	/	/	-2	-0.6	6	9	/
7	Cc1ccccc1S(=O)Cc1ccc(C(=O)NCCCN2CCCCC2)o1 (stereo unspecified)	5	-11	8	-6	3.0	5	8	-1
8	O=C(CCOc1ccccc1)Nc1ccc([N+](=O)[O-])cc1	-3	7	2	-2	/	-24	14	-1
9	COc1ccc(NC(=O)c2ccc(-n3cnnn3)cc2)c([N+](=O)[O-])c1	5	-1	-4	11	1.7	14	-2	5
10	CC1CC(NC(=O)c2ncn[nH]2)CC(C)(C)C1 (stereo unspecified)	3	/	12	-13	/	26	-4	1
11	COC(=O)Cn1c(=O)c2c(nc(Br)n2Cc2ccccc2Cl)n(C)c1=O	-2	5	-8	/	/	/	-5	-1
12	CCOC(=O)N1CCN(c2c(N3CCN(c4ccccc4F)CC3)c(=O)c2=O)CC1	5	2	-4	2	2.8	2	-4	-2
13	Nc1c(-c2ccccc2)cnc2c(-c3ccccc3)cnn12	3	9	-43	-11	3.0	0	-3	-10
14	O=C(Cc1cccc([N+](=O)[O-])c1)Nc1cccc(C(=O)N2CCOCC2)c1	-4	6	-4	/	-7.2	16	2	5
15	COc1ccc(NC(=O)C2(C)CCCN(C(C)C)C2)cc1OC (stereo unspecified)	1	-4	4	10	0.3	11	3	0
16	CCOC(=O)N1CCN(C(=O)Cn2c(=O)sc3ccccc32)CC1	-1	-22	10	4	/	/	-2	0
17	COc1cccc(C(=O)Nc2ccc3c(c2)C(=O)N(C)[C@@H]2CC[C@@H](CC(=O)NCc4ccc(F)cc4)O[C@H]2CO3)c1	-7	6	-30	-17	1.0	-15	-30[16.7 µM]	48
18	O=C(CSc1nc2ccccc2o1)Nc1ccc(Cl)cc1	2	-3	/	-2	/	/	-8	6
19	CN1C(=O)c2cc(NC(=O)c3ccc(F)cc3)ccc2OC[C@H]2O[C@H](CC(=O)NC3CCC3)CC[C@H]21	-39	-4	13	-3	3.0	-12	0[16.7 µM]	-5
20	Cc1cc(F)cc(C)c1Cn1cnc2c(cnn2C(C)(C)C)c1=O	4	5	12	-8	1.3	-9	0	25
21	C[C@H]1CN([C@@H](C)CO)C(=O)c2cc(NC(=O)Nc3ccc(C(F)(F)F)cc3)ccc2O[C@@H]1CN(C)S(=O)(=O)c1ccc(Cl)cc1	-2	-10	-46	-2	6.2	-8	-12[16.7 µM]	1
22	CCOC(=O)C1(C)CCCN1C(=O)c1ccc(C)cc1 (stereo unspecified)	1	6	-4	14	1.6	2	-7	1
23	O=C(NC1CCCCC1)c1cnn2c(C(F)(F)F)cc(-c3ccco3)nc12	-3	-1	-3	-14	/	13	-2	1
24	O=C(C[n+]1ccc(C(=O)NCc2ccccc2)cc1)c1ccc2c(c1)OCCO2	/	5	/	3	5.4	0	/	/
25	CCOc1ccccc1NC(=O)C1C2CCC(O2)C1C(=O)O (stereo unspecified)	-1	2	7	2	0.2	-20	-7	0
26	COc1ccc(C#Cc2ccc([C@@H]3[C@@H](CO)N4CCCCN(C(=O)Nc5ccccc5)C[C@@H]34)cc2)cc1	5	/	/	-19	5.6	-4	-8[16.7 µM]	-1
27	O=S(=O)(CCN1CCOCC1)c1ccc(OC(F)(F)F)cc1	0	5	-5	/	-1.4	14	/	-2
28	CCOC(=O)CCNC(=O)N1CCC(CCC(=O)NCc2ccc(F)cc2)CC1	-5	-4	10	-11	-3.5	-7	-2	0
29	COc1cc(C)c(NC(=O)COc2ccc3c(c2)OCO3)cc1C	-1	2	1	/	-3.1	-3	/	-4
30	C[C@@H]1CN([C@@H](C)CO)S(=O)(=O)c2ccc(-c3ccccc3)cc2O[C@H]1CN(C)C(=O)C1CCCCC1	0	/	-18	-16	1.8	-28	44[16.7 µM]	112*
31	CCOC(=O)C1=C(C)NC(=O)C(C#N)C1c1ccncc1 (stereo unspecified)	-3	/	8	4	-1.0	-4	-6	-5
32	CCOC(=O)N1CCc2c(sc(NC(=O)CN3CCOCC3)c2C#N)C1	-3	-7	/	9	-2.1	0	-4	-2
33	CCC(C)NC(=O)CN1C(=O)NC2(CCc3ccccc3C2)C1=O (stereo unspecified)	/	-1	/	3	-0.8	-11	/	/
34	CC(O)C(NS(=O)(=O)c1ccc(Cl)cc1)C(=O)OCC(=O)N1CCN(c2ccccc2)CC1 (stereo unspecified)	/	2	0	/	/	-10	-6	/
35	Cc1ccc(CNC(=O)c2cccnc2Cl)cc1	-4	5	2	12	-0.9	-5	-2	2
36	CC#CC#Cc1cccc(=O)o1	3	-3	97*	-24	-2.5	-3	0	0
37	Cc1cccc(C(O)c2ncc(-c3ccc4ccccc4c3)[nH]2)c1C (stereo unspecified)	-2	-2	13	-2	-1.5	/	13	-12
38	COc1ccc(S(=O)(=O)N2CCC(C(=O)NC3CCCCC3)CC2)cc1C	0	1	5	/	1.3	10	/	6
39	COc1ccccc1NC(=O)N(C)C[C@@H]1Oc2ncc(C#CCN(C)C)cc2C(=O)N([C@@H](C)CO)C[C@H]1C	5	/	-4	-7	-0.9	-1	1[16.7 µM]	1
40	CCOC(=O)C(C(=O)OCC)=C1OC(=O)c2ccccc21	-3	-5	3	-3	/	/	-3	2
41	O=[N+]([O-])c1ccc(N2CCN(Cc3ccccc3)CC2)nc1	/	7	/	6	-4.1	17	/	/
42	O=C(C1CCCC1)N1[C@@H](CO)[C@@H]2c3ccccc3N(S(=O)(=O)c3ccc(F)cc3)C[C@@H]21	-5	-2	-27	-31	3.6	-5	10[16.7 µM]	-1
43	CS(=O)(=O)NCCSCc1ccccc1	-1	/	/	1	/	14	-3	0
44	COc1ccccc1C(=O)OCCCN=C1NS(=O)(=O)c2ccccc21	/	-3	/	-6	1.4	9	-2	/
45	O=S(=O)(c1ccc(NC(=S)NCc2ccc(F)cc2)cc1)N1CCOCC1	0	5	-12	7	-0.5	2	43	4
46	O=C(NCCCCc1ccccc1)C1CC(c2cccc(F)c2)=NO1 (stereo unspecified)	0	-7	2	-1	3.1	-6	-1	0
47	CN(c1ccc(C(=O)Nc2ccc3c(c2)OCCO3)cc1)S(C)(=O)=O	-3	/	-16	-3	/	23	1	-6
48	Cc1ccc(CNC(=O)c2ccccc2NC(=O)CN2CC(C)OC(C)C2)cc1 (stereo unspecified)	-3	0	-5	/	-0.7	9	/	2
49	COc1ccc(CC(=O)Nc2cc3oc4ccccc4c3cc2OC)cc1	10	-2	/	-13	/	/	3	-1
50	O=C(CCN1CCN(Cc2ccccc2)CC1)Nc1ccccc1Cl	/	4	3	/	/	3	-6	/
51	N#Cc1nc(-c2ccc(OCc3ccccc3)cc2)oc1NCCCn1ccnc1	6	/	-21	-5	/	/	2	3
52	S=c1[nH]nc(-c2cccnc2)n1-c1ccccc1	-1	/	6	2	-1.7	6	-4	-3
53	OC(CN1CCN(c2ccccn2)CC1)Cn1c2ccccc2c2ccccc21 (stereo unspecified)	-1	/	3	-3	3.5	-9	-4	-7
54	COc1ccc(OC)c(CNC(=O)c2[nH]c(C(F)(F)F)nc2-c2ccccc2)c1	4	6	-1	10	2.1	-6	2	-2
55	C[C@H]1CN([C@@H](C)CO)S(=O)(=O)c2ccc(C#CC(C)(C)O)cc2O[C@H]1CN(C)C(=O)C1CC1	/	/	35	-4	-2.1	7	0[16.7 µM]	/
56	COc1cc(C(=O)NCc2cn3ccccc3n2)cc(OC)c1OC	-1	/	-21	5	0.0	13	2	-2
57	CN1C(=O)c2cc(NS(=O)(=O)c3ccccc3Cl)ccc2OC[C@@H]2O[C@H](CC(=O)O)CC[C@@H]21	0	-20	9	1	1.4	-3	-5[16.7 µM]	-2
58	CNC[C@H]1Oc2ccc(NS(=O)(=O)c3c(C)noc3C)cc2CC(=O)N([C@H](C)CO)C[C@@H]1C	-4	-5	-8	10	-2.0	1	-3[16.7 µM]	-4
59	COc1ccc(N(CC(=O)Nc2ccc(F)c(Cl)c2)S(=O)(=O)c2c(C)noc2C)cc1	-1	5	55	-27	/	/	0	0
60	COc1ccc(N2CC(NS(=O)(=O)c3ccc4ccccc4c3)CC2=O)cc1 (stereo unspecified)	/	2	3	10	-3.2	-33	-5	/

# Next part
item	SMILES	PglD inh	FN deposit inh	Statin myotox sup	PGC1a acetyl inh	CFTR F508del cor	GSIS activator	miR122 inh	Cneo AK release
61	CC1(C)CC2CC(C)(CN2CC(O)c2ccccc2)C1 (stereo unspecified)	-3	6	-1	10	-0.7	20	1	5
62	CC(C)NC(=O)N(C)C[C@@H]1OCCCC[C@H](C)Oc2ccc(NC(=O)Cc3ccccc3)cc2C(=O)N([C@H](C)CO)C[C@H]1C	-2	-5	/	0	2.6	-8	-7[16.7 µM]	101*
63	CCOC(=O)c1c2c3c(cccc3n(C)c1=O)C(=O)c1ccccc1-2	-3	3	-32	/	6.2	10	/	-2
64	Cc1ccc(C)c(NC(=O)CSc2sc3c(O)cc(=O)[nH]c3c2C#N)c1	12	-6	19	3	2.5	-1	2	-1
65	Cn1ncc([N+](=O)[O-])c1C(=O)N1CCCCCC1	3	-13	/	5	3.5	37	-5	0
66	COc1ccc(/C=N\NC(=O)c2sc(N)nc2C)cc1OC	2	/	-20	10	/	37	2	0
67	COC(=O)CCc1c(C)c(C(=O)c2cc(F)c(F)c(F)c2F)c2ccccn12	/	5	/	/	-0.3	8	17	/
68	Cc1ccccc1OCCC(=O)Nc1ccc2c(C)cc(=O)oc2c1	1	/	-6	/	-0.8	9	-5	-3
69	Cc1ccc(CNS(=O)(=O)c2cn(C)cn2)cc1	5	/	40	-9	-0.7	-2	4	2
70	Brc1c(OCCOCCn2cncn2)ccc2ccccc12	1	-6	2	-16	/	/	1	-1

# 5 entries drawn at random from the list so far, as already listed:
item	SMILES	PglD inh	FN deposit inh	Statin myotox sup	PGC1a acetyl inh	CFTR F508del cor	GSIS activator	miR122 inh	Cneo AK release
53	OC(CN1CCN(c2ccccn2)CC1)Cn1c2ccccc2c2ccccc21 (stereo unspecified)	-1	/	3	-3	3.5	-9	-4	-7
56	COc1cc(C(=O)NCc2cn3ccccc3n2)cc(OC)c1OC	-1	/	-21	5	0.0	13	2	-2
48	Cc1ccc(CNC(=O)c2ccccc2NC(=O)CN2CC(C)OC(C)C2)cc1 (stereo unspecified)	-3	0	-5	/	-0.7	9	/	2
61	CC1(C)CC2CC(C)(CN2CC(O)c2ccccc2)C1 (stereo unspecified)	-3	6	-1	10	-0.7	20	1	5
43	CS(=O)(=O)NCCSCc1ccccc1	-1	/	/	1	/	14	-3	0

# Source: PubChem BioAssay
